INS promoter inh – TRM-6 insulin promoter activity inhibition; TRM-6 cells (human fetal islet line), insulin promoter-eGFP reporter, imaging; reporter expression induced with tamoxifen; inhibition, % at 2 µM; hit rate 0.9% among 130,000; AID 1273;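 active = inhibition above the mean plus 3 SD, with well images judged a real hit on visual review, cut at about 60% in these data, passing the limit was not always enough; inconclusive = inhibition over the cutoff but images rejected on review; inactive = inhibition not above the cutoff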
sdo1 growth – restores growth of sdo1-depleted yeast; z-score at 10 µM; AID 817; S. cerevisiae sdo1-depleted JHY4D growth rescue, OD600 30 h; stronger effect = higher value; pdr5 snq2 efflux-pump mutant strain; hit rate 0.21% among 140,000;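 active = z-score above 3 at both the 24 hr and the 30 hr optical density reads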;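 also: z-score against mean and SD of all compound wells on the same plate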
sdo1 growth Rescue 24 h – second read-out of sdo1 growth, no call of its own (marks repeat the call); z-score; S. cerevisiae sdo1-depleted JHY4D growth rescue, OD600; measured here: growth rescue at 24 h;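 0 is the plate mean of compound wells and units are plate SD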
Numbers without * were called inactive; ? = inconclusive; · = not tested or not shown.

INS promoter inh	sdo1 growth	compound	sdo1 growth Rescue 24 h
·	-1.1	O=C(CC1C(=O)N(c2ccccc2)C(=S)N1c1ccccc1)c1ccccc1 (configuration not stated)	-0.92
-100	1.6	N/C(CN1CCCC1=O)=N\O	2.5
·	-1.9	O=C(Nc1ccc(F)cc1)c1cn(-c2ccccc2)nc1-c1ccncc1	-1.2
·	-1.4	Cn1c(=O)oc2cc(S(=O)(=O)NCCC(=O)NCCc3ccc(Cl)cc3)ccc21	-0.97
17	0.56	CCNC(=O)NC(=O)COC(=O)c1cccc(NS(=O)(=O)/C=C/c2ccccc2)c1	0.73
-23	-0.24	COc1ccccc1OCCSc1nc2ccccc2c(=O)[nH]1	-0.45
-43	0.35	Oc1ccc(-c2cnns2)c(O)c1	0.51
-68	0.42	CCN(CC)C(=O)CN(c1ccc(C)cc1)S(=O)(=O)c1ccc(SC)cc1	0.39
-21	0.39	CCOC(=O)CNc1nc(C#N)nc(N2CCOCC2)n1	0.26
39	·	O=C(CN1CCc2ccccc21)NC(=O)NCc1ccccc1	·
0	-0.6	Cc1ccccc1Nc1cc2ccccc2c(=O)[nH]1	-0.88
·	-2.6	O=C1CCC(/C=C/c2ccccc2)=NN1Cc1ccc(Cl)c(Cl)c1	-1.4
13	·	Cc1cnc([N+](=O)[O-])n1CCOC(=O)NC(=O)c1ccc(C(F)(F)F)cc1	·
23	-0.35	COc1cc(OC)c(C2=NOC(C(=O)NCCc3ccccc3)C2)cc1Cl (configuration not stated)	0.11
0	1.1	CCOc1cc(C2Nc3ccccc3C(=O)N2c2ccccc2)c(Br)cc1OCC(=O)O (configuration not stated)	0.49
·	0.2	C=CCN(C(=O)CNC(=O)c1ccco1)C(C(=O)NC1CCCCC1)c1ccccc1F (configuration not stated)	0.06
·	-1.1	CCn1cc(C(=O)OCC(=O)c2cc(C)n(-c3ccc(OC(F)F)cc3)c2C)c(=O)c2ccc(C)nc21	-0.37
10	-1	COc1ccc(CNC(=O)C(c2ccncc2)N(C(=O)Cc2cccs2)c2cccc(C)c2)cc1 (configuration not stated)	-1.2
·	1.4	CN(C)c1ccc(/C=C/c2cc[n+]([O-])cc2)cc1	-0.24
-3	-0.4	CCCCN(C(=O)NC(=O)Nc1ccccc1C)S(C)(=O)=O	-1.4
-23	0.88	COc1cc(/C=N/NC(=O)c2c(-c3ccccc3)noc2C)cc(OC)c1OC	0.9
8	-0.91	CCN(CC)c1ncnc2scc(C3COc4ccccc4O3)c12 (configuration not stated)	-0.16
-300	0.52	Cc1cc(C)n(-c2ncnc3sc(C)c(C)c23)n1	-0.15
-7	0.08	COc1ccccc1N(C(=O)CNC(=O)c1ccco1)C(C(=O)NC1CCCC1)c1ccncc1 (configuration not stated)	-0.51
·	-0.25	COc1ccccc1NC(=O)Nc1ncccc1C	-1.1
3	-1	O=C(/C(=C(/[O-])c1ccccc1)[n+]1ccccc1)c1ccc([N+](=O)[O-])cc1	-1.7
27	-0.38	COc1ccc(N(CC(=O)Nc2ccc3c(c2)OCO3)S(=O)(=O)c2ccccc2)c(OC)c1	0.18
-272	-0.42	Cc1ccccc1NC(=S)N=Nc1c(O)n(C)c2ccc(S(=O)(=O)N3CCOCC3)cc12	-0.8
9	1.7	O=C(Cn1c(=O)sc2ccccc21)Nc1ccc(S(=O)(=O)N2CCCC2)cc1	1.9
35	0.48	O=S1(=O)N=CN(Cc2cccc(F)c2)c2ccccc21	0.4
27	-1	COc1ccccc1C(=O)O/N=C(/C)c1ccc(N2C(=O)C3CCCCC3C2=O)cc1 (configuration not stated)	-0.62
-119	1	CCOC(=O)c1ccccc1NC(=O)CSc1nnc(C(C)C)n1CC	1.1
-10	1.4	Cc1occc1C(=O)NNC(=O)Cc1ccccc1	1.5
-13	0.71	CN1C(=O)CC(C(=O)O)SC1=Nc1cc(Cl)cc(Cl)c1 (configuration not stated)	0.12
43	0.06	C/C=C/C(=O)OCC(=O)Nc1nc2ccc(C)cc2s1	-0.19
43	0.68	CC(=O)c1ccc(OC(=O)C(CCS(C)(=O)=O)N2C(=O)c3ccccc3C2=O)cc1 (configuration not stated)	0.59
39	0.34	COc1ccc(OC)c(C(=O)CN2C(=O)NC(C)(c3ccccc3)C2=O)c1 (configuration not stated)	0.21
-5	-0.25	O=C(CCCOc1ccc(Cl)cc1Cl)NNC(=O)c1ccc(NC(=O)c2ccccc2)cc1	0.7
·	-0.15	O=[N+]([O-])c1cc(C(F)(F)F)cc([N+](=O)[O-])c1NN=C1CCCCC1	-0.53
14	-0.99	O=C(Cc1ccccc1)N/N=C/c1ccccc1OCc1ccc(Cl)cc1	0.02
·	-0.58	CC(C)C[C@H](NC(=O)Nc1cccc(C(F)(F)F)c1)C(=O)O	-0.73
·	0.42	Cc1c(NC(=O)c2c(N)n(-c3ccccc3)c3nc4ccccc4nc23)c(=O)n(-c2ccccc2)n1C	-0.25
-57	-1.1	CC(=O)N1c2ccc3ccccc3c2C2C=CCC2C1c1ccc(Br)cc1 (configuration not stated)	-0.99
8	0.63	COc1ccc(OCCCC(=O)Nc2cccnc2)cc1	-0.01
-27	·	CCc1ccc(-n2c(=O)c3c(C)c(C)sc3n(CC(=O)NCC3CCCO3)c2=O)cc1 (configuration not stated)	·
18	0.22	O=c1cccc(-c2ccc(Br)cc2)o1	-0.05
·	5.2	O=C(CSC1=NCCN1)NC12CC3CC(CC(C3)C1)C2	2.5
39	-1.4	CN(C)S(=O)(=O)N(CC(=O)Nc1ccc2ccccc2c1)c1ccccc1	-1.6
50	0.56	CSc1ncc(Cl)c(C(=O)NCc2ccc3c(c2)OCO3)n1	0.39
23	0.26	COc1ccc(OCC(=O)Nc2cc(-c3nn(C)c(=O)c4ccccc34)ccc2OC)cc1	2.4

Molecules shown so far that have an NH in an aromatic ring (two):
INS promoter inh	sdo1 growth	compound	sdo1 growth Rescue 24 h
-23	-0.24	COc1ccccc1OCCSc1nc2ccccc2c(=O)[nH]1	-0.45
0	-0.6	Cc1ccccc1Nc1cc2ccccc2c(=O)[nH]1	-0.88

Further results follow:
INS promoter inh	sdo1 growth	compound	sdo1 growth Rescue 24 h
·	-0.39	CCOC(=O)c1sc2ncnc(NCC(c3cccs3)N(C)C)c2c1C (configuration not stated)	-0.47
-22	0.21	COC(=O)C1=C(C)NC(=O)/C1=C\c1ccco1	-0.56
·	-1.6	CC(C)c1nc(SCC(=O)N2CCCc3ccccc32)c2c(=O)n(C)c(=O)n(C)c2n1	-0.99
-17	-0.37	CCCCC(=O)Nc1cc2nn(-c3ccc(OC)cc3)nc2cc1C	-0.57
7	1	Cc1cc(S(=O)(=O)Nc2ccc(F)cc2)c(C)s1	1
5	2.3	CCCC(CCC)C(=O)OC1C[C@H]2CC[C@@H](C1)[N+]2(C)C (some centres not stated)	3.2
-18	1.4	CC(C)COC(=O)CCNc1n[nH]c(=O)[nH]c1=O	1.6
50	·	CCC(=O)n1nc(-c2ccc(Cl)cc2)nc1N	·
46	-2.1	Cc1cc(/C=N/NC(N)=S)c(C)n1-c1ccc(Cl)cc1	-1.7
36	1.1	Cc1nc2ccc(NC(=O)NCCO)cc2s1	0.81
5	·	CO/N=C\CC(=O)Nc1ccc(Cl)c(Cl)c1	·
-28	-0.12	O=C(CCC(=O)OCC(=O)c1ccc(Cl)cc1)NC1CCCCC1	-0.64
64	·	Cc1ccc(C(C(=O)NC(C)(C)C)N(CCCN2CCOCC2)C(=O)c2ccc(-c3ccccc3)[nH]2)o1 (configuration not stated)	·
·	-0.11	CCCN(C(=O)CSc1cc(-c2ccccc2)c2ccc(OC)cc2n1)C1CCS(=O)(=O)C1 (configuration not stated)	0.37
-9	0.25	COc1ccc(CCNC(=O)C2CCN(S(C)(=O)=O)CC2)cc1	1
·	0.1	COc1ccc2c(c1)c(C(=O)CN1CCN(C(=O)c3ccco3)CC1)c(C)n2C	-0.02
20	0.44	NC(=O)CC[C@@H]1NC(=O)[C@@H]2CCCN2C(=O)c2cc([N+](=O)[O-])cc(F)c2NCCC[C@@H](C(N)=O)NC1=O	-0.16
59	0.03	O=C(NC(=S)NC1CC1)c1cccnc1	0.11
38	0.52	Cc1cccc(OCC(=O)Nc2cc(C)on2)c1	0.16
-20	-0.25	CCN1C(=O)CSc2ccc(C(=O)OC)cc21	-1.2
-40	-0.64	COc1cccc2c1C(=O)O/C2=C/c1ccc2c(c1)OCO2	-0.15
-46	-0.17	O=C(CSc1ncn[nH]1)Nc1cccc(S(=O)(=O)N2CCCCCC2)c1	0.17
·	0.95	O=c1[nH]c(CN2CCN(c3ccccc3Cl)CC2)nc2ccsc12	0.81
-89	·	COc1ccc(CCNC(=O)CN(c2cccc([N+](=O)[O-])c2)S(C)(=O)=O)cc1	·
35	1.8	Cc1ccccc1NC(=O)CN1C(=O)S/C(=C\c2cccn2-c2cccc(C(=O)O)c2)C1=O	2.1

Six compounds out of the list, sorted by length of the SMILES, rising:
INS promoter inh	sdo1 growth	compound	sdo1 growth Rescue 24 h
50	·	CCC(=O)n1nc(-c2ccc(Cl)cc2)nc1N	·
-18	1.4	CC(C)COC(=O)CCNc1n[nH]c(=O)[nH]c1=O	1.6
46	-2.1	Cc1cc(/C=N/NC(N)=S)c(C)n1-c1ccc(Cl)cc1	-1.7
-46	-0.17	O=C(CSc1ncn[nH]1)Nc1cccc(S(=O)(=O)N2CCCCCC2)c1	0.17
·	-0.11	CCCN(C(=O)CSc1cc(-c2ccccc2)c2ccc(OC)cc2n1)C1CCS(=O)(=O)C1 (configuration not stated)	0.37
35	1.8	Cc1ccccc1NC(=O)CN1C(=O)S/C(=C\c2cccn2-c2cccc(C(=O)O)c2)C1=O	2.1

Fetched one by one from the list above, 6 records:
INS promoter inh	sdo1 growth	compound	sdo1 growth Rescue 24 h
-46	-0.17	O=C(CSc1ncn[nH]1)Nc1cccc(S(=O)(=O)N2CCCCCC2)c1	0.17
7	1	Cc1cc(S(=O)(=O)Nc2ccc(F)cc2)c(C)s1	1
-28	-0.12	O=C(CCC(=O)OCC(=O)c1ccc(Cl)cc1)NC1CCCCC1	-0.64
5	2.3	CCCC(CCC)C(=O)OC1C[C@H]2CC[C@@H](C1)[N+]2(C)C (some centres not stated)	3.2
-89	·	COc1ccc(CCNC(=O)CN(c2cccc([N+](=O)[O-])c2)S(C)(=O)=O)cc1	·
-9	0.25	COc1ccc(CCNC(=O)C2CCN(S(C)(=O)=O)CC2)cc1	1

(further entries)
INS promoter inh	sdo1 growth	compound	sdo1 growth Rescue 24 h
?	-0.56	Cc1cccc(NC(=O)/C(C#N)=C/c2ccc(Sc3ccccc3)o2)c1C	-0.24
15	·	O=c1c(Cc2ccc(F)cc2)c(O)ccn1CCc1ccccn1	·
-21	-1.4	O=C(COC(=O)c1ccccc1Cl)Nc1nccs1	-0.54
-29	0.69	CCOC(=O)c1cnc(-c2cccc(OC)c2)[nH]c1=O	0.35
·	0.12	CCOC(=O)CCn1nc(-c2ccccc2)cc1N	-0.16
-13	·	C/C(=N/NC(=O)CNC(=O)c1ccc2c(c1)OCO2)c1ccc2c(c1)CCCC2	·
·	0.5	O=C(Cc1cccs1)N1CCC(c2nc3c(nnn3Cc3ccc(F)cc3)c(=O)[nH]2)CC1	-0.47
·	2.1	Cc1cc2ncc(-c3ccc(Cl)cc3)c(N)n2n1	1.2
-14	0.72	CC1(c2ccc(Cl)c(Cl)c2)NC(=S)N2C1NC(=S)N2c1ccccc1 (configuration not stated)	1.1
·	1.2	CCCC(=O)c1cc(F)c(N2CCN(CCC#N)CC2)cc1C	0.58
·	0.42	Oc1ccc2ccccc2c1C=NCc1cn2ccsc2n1	0.5
50	-0.91	CC1(C)CC(=O)c2cnc(N3CCc4ccccc4C3)nc2C1	-1.1
28	-0.28	O=C(COc1ccccc1)Nc1nonc1NC(=O)COc1ccccc1	1.1
·	-0.19	CSCCC(NC(=O)c1ccc(Cl)cc1)C(=O)OCC(=O)Nc1ccc(C#N)cc1 (configuration not stated)	-1.1
-14	0.98	CC[C@H](CO)NCCN[C@H](CC)CO	0.98
-346	1.5	CC(=O)Nc1ccc(S(=O)(=O)Nc2cccc(NC(=O)C(C)(C)C)c2)cc1	1.3
15	0.24	COC(=O)[C@@H](NC(=O)NCc1ccccc1F)C(C)C	-0.21
51	1.1	COc1cc(CC(=O)NCCc2ccc(OCc3ccccc3)cc2)c([N+](=O)[O-])cc1OC	2.8
38	-0.16	Cc1ccc(C2CN=NC23CCc2ccccc2C3=O)cc1 (configuration not stated)	-0.9
47	-0.48	Cc1cccc(NC(=O)CC2Nc3cccc4cccc(c34)NC2=O)c1 (configuration not stated)	-0.67
-10	·	O=C(c1ccccc1Sc1ccc([N+](=O)[O-])cc1Cl)N1CCOCC1	·
34	-0.1	Cc1cc2ncn(C(=O)c3c(-c4ccccc4)noc3C)c2cc1C	0.13
50	0.77	CCOC(=O)Cn1nnnc1C(CC)N(Cc1ccccc1)Cc1cc2cc(C)ccc2[nH]c1=O (configuration not stated)	0.57
·	0.07	Nc1nnc(CC(=O)N/N=C/c2ccc(-c3ccccc3Cl)o2)s1	-0.27
0	1.4	COc1cccc(-c2nc3n(n2)C(c2cccs2)C(C(=O)Nc2cccnc2)=C(C)N3)c1 (configuration not stated)	0.85
·	0.36	Cc1c(NC(=O)CSC2=C(C#N)C(c3ccccc3F)CC(=O)N2)c(=O)n(-c2ccccc2)n1C (configuration not stated)	-0.43
18	1.5	Cc1nnc(SCCC(C)C)[nH]c1=O	0.39
